DAX1 inh-1 – NR0B1 (DAX1) inhibition | P51843 | HEK293 Gal4-DAX1 luciferase reporter, luminescence | inhibition, % at 6.75 µM | hit rate 0.99% among 340,000 | AID 504766;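 active = inhibition above the mean over all tested compounds plus 3 SD, cut at about 4.2% in these data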;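 also: 0% = DAX1-transfected cells with DMSO and 100% = empty-vector control cells with DMSO; inhibition shows as a rise in luminescence from relieved DAX1 repression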
Target sequence (P51843 207-470 limits assumed): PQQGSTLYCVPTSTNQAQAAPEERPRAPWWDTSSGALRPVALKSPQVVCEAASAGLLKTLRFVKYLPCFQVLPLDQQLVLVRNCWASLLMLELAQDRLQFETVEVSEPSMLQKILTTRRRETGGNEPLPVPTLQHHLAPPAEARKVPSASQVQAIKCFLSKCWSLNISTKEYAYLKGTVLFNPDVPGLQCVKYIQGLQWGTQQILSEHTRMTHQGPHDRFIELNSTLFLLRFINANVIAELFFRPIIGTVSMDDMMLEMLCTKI
DAX1 inh-2 – DAX1 (NR0B1) inhibition, primary screen | HEK293T StAR-luciferase reporter, SF-1/DAX-1 repression relief | inhibition, % at 6.8 µM | hit rate 1.1% among 370,000 | AID 652010;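 active = inhibition above the mean over all tested compounds plus 3 SD, cut at about 3.6% in these data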;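 also: 0% = DAX-1 cells with DMSO and 100% = cells lacking DAX-1 with DMSO; higher inhibition means more luminescence from relief of DAX-1 repression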
GAA850 FXN act – activators of GAA850 frataxin (FXN) promoter; HEK293 lucGAA850 FXN promoter luciferase reporter, 24 h; percent of 10 µM SAHA response; activation, % at 6 µM; hit rate 0.56% among 360,000;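 active = activation above the average of all compounds screened plus 3 SD, cutoff fixed separately per campaign, cut at about 7.5% in these data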;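 also: 0% = DMSO wells and 100% = 10 µM SAHA wells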
hcDAF-12 act – H. contortus DAF-12 activation, primary screen; HEK293 hcDAF-12 lit1-tk-luc reporter, luminescence; 0% DMSO, 100% Δ7-dafachronic acid; hit rate 1.4% among 370,000; activation, % at 6.8 µM; AID 652067;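 active = activation above the mean of all tested compounds plus 3 SD, cut at about 5.5% in these data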;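 also: 100% = response to 3 µM Δ7-dafachronic acid high control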
SMARCA2 activ – SMARCA2 function activation, primary screen; MG213 cells, MMTV-luciferase reporter, dexamethasone, overnight; AID 652017; hit rate 1% among 370,000; activation, % at 9.1 µM; in the data active = activation above about 7.8%;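 also: 0% = vehicle wells and 100% = reference activator wells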
hgDAF12 agonist – activates the H. glycines DAF-12 receptor ligand-binding domain. HEK293 GAL4-hgDAF12 UAS-luciferase reporter, agonist luminescence; normalized to butyrate control. activation, % at 6.8 µM. hit rate 1.8% among 370,000;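 active = activation above a cutoff set at the mean of all screened compounds plus 3 SD, cut at about 10% in these data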;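 also: 0% = DMSO wells and 100% = sodium butyrate wells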
ssDAF12 agonist – activators of S. stercoralis DAF-12 nuclear receptor. activation, % at 6.8 µM. hit rate 1% among 370,000. HEK293 ssDAF-12/GRIP1 lit1-tk-luc reporter, luminescence; % of 3 µM dafachronic acid response;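 active = activation above the mean over all tested compounds plus 3 SD, cut at about 0.9% in these data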;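 also: 0% = DMSO-only wells and 100% = 3 µM delta7-dafachronic acid wells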
GC-B act – GC-B (human) receptor activation. P20594. HEK293-GC-B cells, CNP EC30, cGMP TR-FRET; 0% at EC30 CNP, 100% saturating CNP. activation, % at 10 µM. hit rate 0.11% among 370,000. AID 1920062;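 active = activation at 10 µM reaching about 35% in either raw or pattern-adjusted values, limit read from the data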
HGIII-sPLA2 inh – Blocks human group III sPLA2 activity; Q9NZ20; QFRET BODIPY PC-A2 liposome hydrolysis, fluorescence; inhibition, % at 12.2 µM; hit rate 0.56% among 370,000;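 active = inhibition above mean plus 3 SD of compounds lying within the high and low control bounds, cut at about 19% in these data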;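 also: 0% = median of test compound wells and 100% = no enzyme DMSO wells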
Target sequence (Q9NZ20 whole entry, looked up): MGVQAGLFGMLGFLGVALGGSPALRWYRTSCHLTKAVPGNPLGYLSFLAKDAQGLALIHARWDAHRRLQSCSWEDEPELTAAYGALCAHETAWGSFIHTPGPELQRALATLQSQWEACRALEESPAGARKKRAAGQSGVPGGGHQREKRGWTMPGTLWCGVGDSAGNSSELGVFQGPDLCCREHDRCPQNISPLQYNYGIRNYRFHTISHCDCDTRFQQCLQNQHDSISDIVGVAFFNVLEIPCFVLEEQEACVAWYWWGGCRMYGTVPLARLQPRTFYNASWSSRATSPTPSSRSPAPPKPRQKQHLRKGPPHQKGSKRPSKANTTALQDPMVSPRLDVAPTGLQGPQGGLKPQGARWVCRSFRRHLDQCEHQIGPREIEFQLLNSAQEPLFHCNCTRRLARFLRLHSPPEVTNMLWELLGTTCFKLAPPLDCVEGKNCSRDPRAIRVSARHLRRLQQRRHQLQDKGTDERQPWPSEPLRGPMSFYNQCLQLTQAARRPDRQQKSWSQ
ADAM10 inh – inhibitors of human ADAM10 | hit rate 0.62% among 370,000 | inhibition, % at 7 µM | recombinant ADAM10, EDANS/DABCYL FRET peptide cleavage, 3 h;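 active = inhibition above a per-campaign cutoff equal to the mean of compounds falling between control-based bounds plus 3 SD, cut at about 20% in these data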;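 also: 0% = DMSO wells while the 100% control is not disclosed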
NPR1 activator – GC-A (human) enzyme activation. P16066. AID 1671463. hit rate 0.14% among 370,000. HEK293 GC-A cells, cGMP TR-FRET, EC30 ANP; 0% at EC30 ANP, 100% saturating ANP. activation, % at 10 µM; in the data active = activation above about 40%
An asterisk follows results filed as active; . = no result given.

SMILES	DAX1 inh-1	DAX1 inh-2	GAA850 FXN act	hcDAF-12 act	SMARCA2 activ	hgDAF12 agonist	ssDAF12 agonist	GC-B act	HGIII-sPLA2 inh	ADAM10 inh	NPR1 activator
C=CCNc1ncnc2c1ncn2[C@H]1CN(C2CCCC2)C[C@@H](CO)O1	.	1.1	-1.0	2.4	3.2	2.3	-1.5	-3.9	0.5	-4.1	1.8
CCCN=C1N(C)C[C@@H]2[C@@H]3C(=O)N(C)C(=O)[C@@H]3[C@](Cc3ccccc3)(C(=O)OC)N12	0.7	0.0	0.6	0.3	-5.6	-0.5	-1.2	-1.8	-8.0	2.0	3.9
COC(=O)C(Cc1cnc(Cl)s1)(C(=O)OC)c1ccccc1[N+](=O)[O-]	0.4	-0.1	-0.4	-0.6	-6.0	1.0	-0.8	0.3	1.2	5.3	0.4
Cc1nnc(NC(=O)c2cccc(F)c2)s1	0.8	0.4	-0.2	-1.6	1.9	1.3	-1.3	1.8	9.2	-2.2	-1.4
CCOC(=O)n1c(=O)n(C)c2ccc(Br)cc21	-0.4	-0.3	2.2	-1.9	-4.7	0.5	-1.3	1.5	8.1	-1.9	3.5
O=C1/C(=C\c2ccc(O)c(O)c2)N=C2CCCCCN12	2.8	1.6	9.8*	1.1	7.0	3.9	-1.4	-6.5	2.5	11.1	-6.9
O=C(O)CCCC(=O)Nc1cccc(C(=O)Nc2ccccc2C(=O)O)c1	0.3	0.0	1.9	-2.1	-0.6	-1.1	-0.9	0.0	-5.7	1.4	1.6
O=C1CSC(=Nc2cccc([N+](=O)[O-])c2)N1	0.2	0.1	2.0	-1.6	-2.3	1.6	-0.7	-3.2	-3.6	-6.8	1.5
Cc1sc2nc(CSCC(=O)N(CCC#N)c3ccccc3F)[nH]c(=O)c2c1C	1.3	0.5	0.8	1.4	0.8	2.5	-0.8	-1.8	-4.7	-9.2	-5.7
COc1ccc(S(=O)(=O)N2CCOCC2)cc1NC(=O)CN1CCCCCC1	-0.3	-1.1	1.6	-0.6	2.2	-0.7	-1.5	10.6	-1.2	11.8	1.8
O=C(CCn1c(=S)oc2ccccc21)Nc1cc([N+](=O)[O-])ccc1F	0.5	0.4	2.1	-1.3	-2.8	-0.8	-1.1	-0.7	7.4	4.4	-0.3
O=C(OCc1cc2ccccc2[nH]c1=O)c1ccncc1	-0.4	0.1	2.5	-1.4	0.5	0.6	-1.1	-2.1	-3.5	-18.5	-2.2
Cc1cccc(N2CCN(C(=O)c3cc(S(=O)(=O)N4CCOCC4)cn3C)CC2)c1C	0.7	-0.8	-0.4	-0.7	-5.6	-2.0	-1.4	6.8	2.2	-6.8	-0.9
c1ccc2c(CCNc3ncnc4nc[nH]c34)c[nH]c2c1	-3.3	-2.3	-2.0	-2.4	-1.8	0.8	-2.1	4.9	-28.1	-2.4	-3.7
O=C(O)Cc1cn(Cc2cccc(Cl)c2)c2ccccc12	-0.3	0.5	-0.7	-1.7	-2.5	1.1	-1.9	0.6	0.6	-6.0	3.1
COCCN1C2=C(C(=O)CC(C)(C)C2)C(c2ccc(OC)c(OC)c2)C2=C1CC(C)(C)CC2=O	-1.8	-0.2	2.0	-1.3	-0.8	-0.7	-2.0	-1.8	-1.1	-7.3	1.6
COC(=O)c1ccccc1NC(=O)CN1C(=O)c2ccccc2C1=O	.	0.2	1.3	0.1	1.6	1.2	-0.9	1.7	0.7	-3.9	-4.6
COCCNC(=O)C12CC3CC(C1)CC(c1ccccc1)(C3)C2	-0.2	0.0	0.4	-1.6	-4.5	0.4	-1.2	-2.5	-6.7	4.3	-0.9
Cc1nnc(-c2cnn(C)c2N)n1Cc1ccc2c(c1)OCO2	-0.1	-1.7	3.2	-0.5	0.3	5.4	-1.6	2.3	1.9	-5.8	-1.9
CC1CCCC(C)N1CCCNC(=O)C1CCCN(c2ncnc3c2nc2n3CCCCC2)C1 (centres undefined)	-0.5	0.0	0.0	-1.2	-2.8	-2.1	-0.1	0.6	5.2	1.1	0.7
C[C@H](NC(=O)c1ccccc1Cl)C(=O)OCc1cn2cc(Cl)ccc2n1	-0.4	1.5	1.3	-1.5	-1.4	1.8	-0.3	-1.7	2.3	-1.4	-3.9
COc1ccc(S(=O)(=O)N2CCN(C(=O)NCc3ccc(OC)c(OC)c3)CC2)cc1	-0.3	-0.5	0.8	0.1	-2.7	-0.9	-0.9	-0.6	0.5	-1.4	-3.4
O=C(Nc1cccc(S(=O)(=O)N2CCCCC2)c1)c1ccc2c(c1)OCO2	-3.1	-1.7	0.0	-2.3	-0.2	-4.2	-2.0	4.7	-16.4	13.5	7.2
CC/C(=N\NC(=S)Nc1ccc(OC)cc1)c1ccc(OC(F)F)cc1	-1.2	1.0	1.1	-1.0	2.1	4.5	-0.1	1.9	-1.9	-1.1	-0.5
S=c1[nH]nc([C@@H]2C[C@H]2c2ccccc2)n1-c1ccccc1	-0.3	0.2	-3.5	-2.1	0.5	-2.0	-0.6	5.2	18.1	0.6	-1.8
Carrying on.
SMILES	DAX1 inh-1	DAX1 inh-2	GAA850 FXN act	hcDAF-12 act	SMARCA2 activ	hgDAF12 agonist	ssDAF12 agonist	GC-B act	HGIII-sPLA2 inh	ADAM10 inh	NPR1 activator
O=c1cc(NCc2ccco2)[nH]c(=O)n1-c1ccc(Br)cc1	-0.5	0.4	-0.2	-0.2	1.5	0.3	-0.9	-0.9	1.0	-10.9	-3.7
CCN(CC)S(=O)(=O)c1ccc(NC(=O)CCC2CCCCC2)cc1	-2.2	0.0	-0.5	-1.2	9.4*	4.9	-1.0	6.5	-29.0	15.6	4.7
Cc1cc(S(=O)(=O)NC2CCCCC2)ccc1OCC(=O)NCC1CCCO1 (centres undefined)	-0.1	-0.1	2.5	-1.7	2.6	3.6	-1.4	-4.6	-3.5	-2.6	5.2
CN(C)C1CCN(C(=O)c2cccc(OC3CCN(S(=O)(=O)N(C)C)CC3)c2)C1 (centres undefined)	0.9	1.0	0.7	0.1	-0.9	1.2	-1.0	-0.1	2.0	-2.6	1.3
CCCOC(=O)/C(=C\c1ccc([N+](=O)[O-])o1)NC(=O)c1ccccc1	-0.9	-2.3	-0.1	-3.3	2.0	-3.6	-1.5	-6.1	2.1	10.8	-3.4
O=C1NCCCC1C(=O)N/N=C/c1ccc(Cl)cc1 (centres undefined)	-1.1	-0.2	-0.3	0.7	0.1	-0.1	-1.1	4.3	-5.0	-0.4	1.2
COc1ccccc1-n1cnnc1SC1CCOC1=O (centres undefined)	0.6	0.8	-1.4	-1.6	-0.2	-1.5	-1.2	2.8	-1.1	-2.8	-1.9
Cc1sc(-n2c(C)cc(/C=C3\SC(=S)NC3=O)c2C)c(C#N)c1C	0.2	-0.3	-4.0	0.5	-1.9	4.8	-1.0	3.7	1.4	5.8	-7.8
Cc1ccc(CSc2ncnc3c2cnn3Cc2ccccc2)cc1C	-0.6	-1.0	-2.0	-0.4	-2.3	-0.4	-1.2	0.3	-4.4	-7.6	2.5
O=C(Nc1ccc2oc(=O)ccc2c1)c1ccc(-c2ccc(Cl)cc2)o1	0.5	0.7	1.1	3.2	0.6	-1.3	-1.3	0.7	-3.0	2.8	2.4
CCOc1ccc(NC(=S)NN2C(C)CCCC2C)cc1 (centres undefined)	-0.1	0.4	-1.9	2.9	-3.4	-1.9	-1.2	1.3	21.7*	-5.3	2.6
CCCCN(C)C1=CC2=CC(=C(C#N)C#N)CCC2CC1 (centres undefined)	1.9	-0.9	-2.2	-1.9	0.5	3.6	-1.1	-8.2	-397.8	-24.3	0.7
Cc1ccc(NC(=O)c2ccc(F)cc2F)cc1	2.5	1.7	3.2	8.9*	6.1	8.2	0.3	10.1	0.2	-0.5	1.5
CC[C@]1(C(=O)OC)[C@H]2C(=O)N(C)C(=O)[C@H]2[C@H]2CN=C(SCc3ccc(C#N)cc3)N21	-0.6	0.5	-1.4	-0.7	-0.1	1.7	-1.0	-0.8	1.9	6.5	0.1
COc1ccc(/C=C2\SC(=O)N(CCNC(=O)C3=COCCO3)C2=O)cc1	-1.1	-4.2	-1.3	1.4	-0.7	7.4	-0.8	-7.2	-5.3	1.5	2.5
COC(=O)c1ccccc1C(=O)N1CCCC(CCC(=O)NCc2ccc(F)c(F)c2)C1 (centres undefined)	-1.5	-0.9	-1.3	0.5	-2.1	2.9	-1.3	2.9	7.4	1.6	0.6
CC(=O)N1CCc2cc(S(=O)(=O)NCCC(=O)NCCc3ccccc3)ccc21	-1.7	-1.5	-0.7	-1.4	-4.3	-4.1	-1.2	-0.5	8.0	-10.5	0.5
O=C(Nc1ccc(Cl)c(C(F)(F)F)c1)[C@@H]1CC=C[C@@H]2CCN(Cc3ccccc3)C(=O)[C@@H]21	-0.6	0.0	-0.2	-0.8	-0.1	-0.9	-1.3	2.7	2.7	-0.6	-3.0
Cc1ccccc1C(=O)NC1CCN(CC(=O)NCc2ccc(F)cc2)CC1	-0.8	-0.8	1.2	-0.7	0.5	-3.1	-1.2	8.5	-1.1	-1.3	-1.7
Cc1ccnc(NC(=O)c2ccc(Cl)c([N+](=O)[O-])c2)c1	0.3	0.4	3.5	0.0	3.0	4.4	-0.8	-8.3	2.0	12.7	1.9
CCN(CC)C1CCN(C(=O)CCc2nnc(CCCCc3ccccc3)o2)C1 (centres undefined)	-0.3	-0.2	0.6	-0.7	-2.4	-1.5	-0.7	2.1	-3.0	-0.9	2.0
CCC(NS(=O)(=O)c1ccc(C)cc1)C(=O)N1CCN(c2ccccn2)CC1 (centres undefined)	0.0	-0.4	-0.9	-0.6	-2.1	-3.2	-1.4	6.9	-4.2	80.3*	-2.4
CCN(CC(=O)Nc1ccc2c(c1)OCCO2)Cc1cc(=O)n2ccsc2n1	0.8	-1.0	0.2	-1.8	-0.7	-1.8	-1.8	3.7	0.7	-10.4	2.2
CNC(=O)c1ccsc1NC(=O)c1ccc(Cl)s1	-0.3	-0.1	1.4	3.8	0.8	3.9	0.0	-5.3	-13.3	-7.7	-1.6
CC(C)[C@H](NC(=O)[C@H](Cc1ccccc1)n1c(=O)[nH]c2ccccc2c1=O)C(=O)N[C@@H](Cc1ccccc1)C(=O)O	0.9	0.0	0.7	5.0	0.4	0.9	-0.2	1.6	-4.5	-20.7	3.5
COc1ccc(NC(=O)CSc2nnnn2C)cc1	0.4	1.1	1.3	0.2	-1.0	1.9	-1.3	-1.6	-0.3	-4.8	2.0
Cc1cccc(NC(=O)c2cc(NC(=O)C3CCCCC3C(=O)O)ccc2N2CCCCC2)c1 (centres undefined)	0.3	-0.4	7.5	0.0	-3.1	-3.3	-2.1	0.2	-9.5	-5.3	3.0

Sorted by molecular weight (descending): part of the list above.
SMILES	DAX1 inh-1	DAX1 inh-2	GAA850 FXN act	hcDAF-12 act	SMARCA2 activ	hgDAF12 agonist	ssDAF12 agonist	GC-B act	HGIII-sPLA2 inh	ADAM10 inh	NPR1 activator
COC(=O)c1ccccc1C(=O)N1CCCC(CCC(=O)NCc2ccc(F)c(F)c2)C1 (centres undefined)	-1.5	-0.9	-1.3	0.5	-2.1	2.9	-1.3	2.9	7.4	1.6	0.6
O=c1cc(NCc2ccco2)[nH]c(=O)n1-c1ccc(Br)cc1	-0.5	0.4	-0.2	-0.2	1.5	0.3	-0.9	-0.9	1.0	-10.9	-3.7
CNC(=O)c1ccsc1NC(=O)c1ccc(Cl)s1	-0.3	-0.1	1.4	3.8	0.8	3.9	0.0	-5.3	-13.3	-7.7	-1.6
